# MT stabilize HCS – microtubule stabilizers in HeLa cells, primary screen, imaging, high-content imaging. HeLa tubulin immunostaining HCS, 24 h; share of cells brighter than vehicle mean+2SD. % tubulin-high responders, % at 10 µM. 200,000 tested, 0.83% active. AID 2205, 2009;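 active = plate Z-score above 3 for both tubulin-high and condensed-nucleus cell shares, with cell loss under 80%, at 10 µM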;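 note: anti alpha tubulin signal scored within the nucleus-defined area of each cell; some results filed as inactive read as strong as hits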
# Yfh1-off respiration – enhancers of respiration in Yfh1-depleted yeast, dose response, Friedreich's ataxia, plus single-dose screen (AID 1465) | S. cerevisiae Yfh1-off respiration, WST-1 reduction, 72 h; higher fold induction means a stronger effect | fold induction at 50 µM, or EC50 in µM where a hit was titrated | 220,000 tested, 0.074% active;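 active = fold induction of absorbance versus untreated yeast above a set limit, then at least 30% activation at any dose in follow-up; inconclusive = repeats straddling the limit, or above it without dose testing; inactive = fold induction below the set limit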;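 note: activators that raise dye reduction in frataxin-depleted yeast; strong numbers were not always called active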
# P. falciparum M1AAP – P. falciparum M1AAP inhibitors, biochemical, fluorogenic H-Leu-NHMec substrate, 1536-well (AID 1445) | Aminopeptidase N (Plasmodium falciparum (isolate 3D7)) | recombinant M1AAP, H-Leu-NHMec fluorogenic kinetic assay; higher % means a stronger effect | one-dose inhibition, % at 30 µM; IC50 in µM for titrated hits | 220,000 tested, 0.42% active;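 active = primary inhibition above the hit cutoff, then over 50% inhibition at one or more dose response concentrations, cut at about 23% in these data, passing the limit was not always enough; inconclusive = conflicting primary data, or primary hits not chosen for dose response; inactive = low primary inhibition, or under 50% at every dose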;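 note: plate controls were DMSO full reaction for no effect and no enzyme background for full effect; strong numbers were not always called active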
# T cell HTS – modulators of CD8 T cell-vesicle binding, primary screen, mouse 2C CD8+ T cells, flow cytometry; 2C CD8+ T cell-vesicle binding; hits give low values; calls only at 7 µM; 330,000 tested, 0.068% active;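 active = response, share of CD8 T cells binding vesicles, and their 90th percentile fluorescence all below set limits, cut at about 80% in these data, passing the limit was not always enough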
#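 material = purified 2C TCR transgenic mouse naive CD8+ T cells | controls = Unloaded micro-vesicles (low), QL9 vesicles with 0.7% DMSO (high) | detection = cytometric PE anti-B7-1 and Alexa647 anti-CD8 signals after 1% paraformaldehyde fixation | incubation = binding step 1.5 h, 37 °C, antibody labelling 20 min, ice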
# b-catenin transl – modulators of beta-catenin nuclear translocation, primary screen, imaging, HeLa cells, immunofluorescence, high-content; 190,000 tested, 0.3% active; AID 1665, 2009; nuclear translocation activity, % at 5 µM;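 active = nuclear translocation activity above 50% at 5 µM, with a well cell count of 50 or more; inconclusive = wells under 50 cells across six images, flagged as toxic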;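 note: per-cell ratio of nuclear to cytoplasmic median beta-catenin stain intensity; plate controls were DMSO negative control for no effect and GSK-3 inhibitor IX positive control for full effect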
#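 assay system = human HeLa cells, endogenous beta-catenin | times = compound treatment 24 h, 37°C, 5% CO2 | detection = Anti-beta-catenin immunofluorescence on PFA-fixed, Triton-permeabilized cells, DAPI nuclei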
# M17LAP inhibition – P. falciparum M17LAP inhibitors, primary screen, biochemical, fluorogenic H-Leu-NHMec substrate, 1536-well (AID 1619) | recombinant M17LAP, H-Leu-NHMec fluorogenic kinetic assay; higher % means a stronger effect | 220,000 tested, 0.38% active | inhibition, % at 30 µM, or IC50 in µM where a hit was titrated;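 active = compound inhibiting the enzyme by more than half at any dose during confirmatory dose-response retesting; inconclusive = strong single-dose inhibitors picked by rank but not retested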;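 note: plate controls were full reaction with DMSO carrier for no effect and no enzyme background for full effect; strong numbers were not always called active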
# WT yeast gro inh – growth inhibition of WT strain, primary screen, mitochondrial fusion inhibitor project, WT and mutant strains, chemical genetic; mitochondrial fusion phenotypic screen; inhibition, % at 10 µM; 190,000 tested, 2.1% active; AID 1362, 2008; in the data active = inhibition above about 58%; tested in S. cerevisiae
# Dynein transport – inhibitors of GR-EGFP nuclear translocation, primary screen, dynein cargo transport inhibitor project, imaging, high-content, 3617.4 mouse cells | test concentration mostly 20 µM; stimulated with dexamethasone, 1 µM; hits give low values | z-score, hits read low | 220,000 tested, 0.47% active | AID 1381, 2008;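 active = plate z-score of nuclear minus cytoplasmic receptor signal below a set negative limit, without overly bright fluorescence or cell loss, cut at about -3.5 in these data, passing the limit was not always enough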;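 note: z-score of nuclear minus cytoplasmic ring GR-EGFP intensity difference per well; some compounds called inactive have numbers as strong as hits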
#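 medium = tetracycline-free induction medium containing charcoal-stripped FBS | probe or stimulus = dexamethasone, 1.0 µM final | timing = 48 h induction, then 1 h compound, then 30 min agonist, 37 °C | detection = automated 10x imaging of fixed Hoechst-stained cells | read-out basis = nuclear versus cytoplasmic GR-EGFP signal, averaged per well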
# Autophagy mod – autophagy modulators in MEF cells, primary screen, imaging, high-content, MEF GFP-LC3. MEF GFP-LC3 puncta imaging; test concentration mostly 10 µM. calls only at 10 µM (by protocol). 190,000 tested, 0.98% active;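 active = percentage of spot-positive cells more than 3 SD above its plate mean, without a fluorescence outlier flag or 80% toxicity; inconclusive = no clear call, values can overlap the other calls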;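 note: spot-positive cell cutoff set from DMSO-treated cells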
# WT yeast gro inh mutant strain – recorded beside WT yeast gro inh, whose call it bears; inhibition, %; mitochondrial fusion phenotypic screen, mutant strain inhibition
# Dynein transport cytoplasmic EGFP – further read-out of Dynein transport, marked with its call; z-score; measured here: cytoplasmic GR-EGFP intensity; hits give high values
# Dynein transport nuclear GR-EGFP – second read-out of Dynein transport, no call of its own (marks repeat the call); z-score; measured here: nuclear GR-EGFP intensity;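 lower value marks the stronger effect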
# Dynein transport cell count – further read-out of Dynein transport, marked with its call; z-score; measured here: cell count per field
# b-catenin transl cell count 5 µM – second read-out of b-catenin transl, no call of its own (marks repeat the call); cell count; measured here: cell count, cytotoxicity flag
# T cell HTS vesicle-bound % – also measured in T cell HTS; calls as there; double positive events, %; measured here: CD8+ vesicle-bound cell fraction;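 binding gate set so that unloaded-vesicle control wells show 10% double positive cells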
# MT stabilize HCS Hoechst-high % – further read-out of MT stabilize HCS, marked with its call; % Hoechst-high responders; measured here: nuclear condensation Hoechst responders;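 share of cells brighter than vehicle mean plus two SD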
# MT stabilize HCS cytotoxicity % – also measured in MT stabilize HCS; calls as there; toxicity, %; measured here: cytotoxicity by cell density;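 0% = mean cell density of plate MIN control wells and 100% = no cells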
# Autophagy mod cell loss 18 h – also measured in Autophagy mod; calls as there; toxicity, %; measured here: cell loss, nuclei count;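 cell loss after 18 h compound exposure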
# Active calls of the source: *; i = inactive; ? = inconclusive; . = not tested or not shown; + = active, no number.
SMILES,MT stabilize HCS,MT stabilize HCS Hoechst-high %,MT stabilize HCS cytotoxicity %,Yfh1-off respiration,P. falciparum M1AAP,T cell HTS,T cell HTS vesicle-bound %,b-catenin transl,b-catenin transl cell count 5 µM,M17LAP inhibition,WT yeast gro inh,WT yeast gro inh mutant strain,Dynein transport,Dynein transport cytoplasmic EGFP,Dynein transport nuclear GR-EGFP,Dynein transport cell count,Autophagy mod,Autophagy mod cell loss 18 h
Nc1ccc2nc(-c3cccs3)[nH]c2c1,2.9,1.3,1.6,i,11%,i,42,-2.0,1202,i,4,12,-0.46,-0.24,-0.2,0.57,i,-4
CCCC1CC(C#N)N(N(C)C)C1=C(C#N)C#N (stereo unspecified),.,.,.,i,1%,i,20,1.3,1361,-4%,.,.,0.36,-0.24,0.14,-0.0057,.,.
CCN(C(=O)CSc1nnc(Cc2ccccc2F)n1N)C1CCS(=O)(=O)C1 (stereo unspecified),1.6,2.0,7.6,i,-13%,i,15,0.6,1109,-6%,-24,-4,-0.61,-0.2,-0.057,0.42,i,2
C=CCNCCCCOc1ccccc1,4.5,2.4,7.4,i,-5%,i,44,2.6,962,9%,16,8,-0.2,0.27,-0.041,-0.6,i,4
Cc1cc(C)n(-c2ncnc3ccccc23)n1,2.5,1.2,1.8,i,2%,i,53,0.4,1166,-2%,2,2,-0.77,-0.3,-0.29,0.99,i,-18
O=C(NC1CC1)C1=C[C@H](c2csc3ccccc23)C[C@H](OCc2ccc(CO)cc2)O1,.,.,.,i,4%,i,19,-1.4,1464,-3%,.,.,0.058,-0.76,0.18,-0.33,.,.
Fc1ccc(NCc2nnc(SCc3nnc(-c4ccccc4)o3)n2Cc2ccccc2)cc1,2.1,1.9,9.9,i,-1%,i,33,-2.5,826,5%,33,17,-0.36,-0.19,-0.052,0.073,i,15
Fc1ccccc1NC(=S)N(CCN1CCCCC1)Cc1ccco1,2.3,2.1,6.6,i,0%,i,45,.,.,1%,4,6,1.4,-0.19,0.87,-0.71,i,0
Cc1cc(N2CCOCC2)ccc1/C=C1/SC(=O)NC1=O,3.2,2.4,2.6,i,?,i,41,.,.,17%,-3,2,-0.72,-0.27,-0.33,0.69,i,-3
COc1ccc(-c2cn3c(n2)CCC3)cc1,2.1,1.5,11,i,3%,i,28,0.1,1416,6%,-14,5,-0.6,0.17,-0.12,0.28,i,0
O=C(CSc1ccc2nnc(-c3ccncc3)n2n1)Nc1ccccc1F,3.0,2.8,6.2,i,1%,i,30,.,.,-9%,-4,-4,-0.46,-0.11,-0.22,-0.45,i,-2
Cc1cccc(C)c1NC(=S)N(CCc1ccncc1)C(C)C,5.0,2.4,6.0,i,1%,i,29,-0.1,1140,-2%,8,17,-0.73,-0.29,-0.47,0.94,i,11
O=C(Nc1ccc(S(=O)(=O)NCc2ccccc2)cc1)c1ccccc1[N+](=O)[O-],3.2,1.5,0.9,i,-2%,i,44,-4.3,458,-4%,-11,6,0.3,-0.28,0.48,0.74,i,15
Cc1ccc(-c2nnc(N3CC(C)OC(C)C3)c3ccccc23)cc1 (stereo unspecified),1.7,2.6,6.4,i,6%,i,56,-1.3,1030,16%,1,-34,-1.2,-0.18,-0.48,0.53,i,17
CCCCc1ccc(NC(=S)NCCc2ccc(S(N)(=O)=O)cc2)cc1,1.4,1.5,2.7,i,2%,i,22,0.8,1473,-4%,14,5,0.076,-0.22,0.35,0.35,i,-21
Fc1ccc(C2CC(c3ccco3)n3ncnc3N2)cc1 (stereo unspecified),3.3,2.5,7.6,i,1%,i,35,-0.6,1086,0%,-20,-10,-1.1,-0.29,-0.61,0.86,.,.
Cc1csc(Sc2ccc([N+](=O)[O-])cc2C(=O)OCC(=O)NC2CCCC(C)C2C)n1 (stereo unspecified),2.0,1.9,10,i,-6%,i,50,-1.5,1401,2%,11,8,-0.27,-0.19,0.63,-0.16,i,9
COc1ccccc1C(=O)Nc1ccc(S(=O)(=O)N2CCOCC2)cc1,2.4,1.4,5.9,i,3%,i,23,-0.9,1097,-6%,-8,-8,0.34,-0.049,0.38,0.049,i,-2
COC(=O)c1c(C)[nH]c(C)c1-c1ccc([N+](=O)[O-])cc1,3.4,2.1,3.8,i,8%,i,34,-0.6,1154,5%,53,56,0.14,-0.28,0.14,0.25,i,39
COc1ccc(C2=NN(CCC(=O)NCc3cccs3)C(=O)CC2)cc1,1.6,1.0,5.0,i,1%,i,23,-0.4,1029,20%,19,-1,1.2,-0.26,0.27,0.18,i,-3
c1cc2c(cc1-c1[nH]ncc1CN1C[C@H]3CC[C@H]1C3)OCO2,2.9,1.6,6.0,i,3%,i,28,2.9,1006,2%,1,6,0.35,-0.16,0.44,0.26,i,8
Cn1ccc(/C=N/N=C2/NC(=O)CS2)n1,.,.,.,i,4%,i,46,-0.6,1262,14%,.,.,0.65,-0.28,0.84,-0.17,.,.
CCOC(=O)N1CCN(C(=O)C2CCCN(Cc3nc(-c4ccc(Cl)cc4)oc3C)C2)CC1 (stereo unspecified),5.9,2.2,4.0,.,0%,i,59,.,.,3%,4,-2,-1,0.077,-0.56,0.79,+,18*
Cc1cc(NC(=O)OC(C)C)ccc1-c1ccc(NC(=O)OC(C)C)cc1C,.,.,.,i,-2%,i,37,0.7,1329,8%,.,.,-0.32,-0.25,0.27,0.075,.,.
O=C(CNC(=O)c1cccc(F)c1)N/N=C/c1cccc([N+](=O)[O-])c1,3.4,2.3,3.6,i,-1%,i,28,-3.4,470,5%,-4,14,-0.15,-0.22,-0.44,0.28,i,-15
O=C1CCCN1c1ccc(S(=O)(=O)N2CCC(c3ccccc3)CC2)cc1,1.8,1.7,5.5,i,16%,i,6,.,.,-5%,6,-6,0.24,-0.18,0.39,-0.65,i,4
C=CCc1c(C)nc(-c2ccccc2)nc1N/N=C(\C)c1ccccc1,4.2,3.0,1.5,i,1%,i,46,-2.5,1006,0%,17,20,-0.71,-0.27,-0.56,0.48,i,9
CC(C)CC(NC(N)=O)C(=O)Nc1ccc2c(c1)OCO2 (stereo unspecified),2.7,3.2,7.6,i,7%,i,11,-2.2,1078,-1%,-12,8,0.71,-0.21,0.58,-1.1,i,24
COc1cc(SC)ccc1C(=O)NCCc1ccccc1,2.1,2.3,3.9,i,1%,i,45,-1.5,522,-13%,4,6,-0.16,-0.25,-0.12,0.72,i,-2
CCOC(=O)C1CCCN(C(=O)C2CCCN(S(=O)(=O)c3ccc4c(c3)oc(=O)n4C)C2)C1 (stereo unspecified),3.1,3.2,5.6,i,0%,i,42,.,.,-4%,3,1,-0.56,-0.18,-0.32,0.017,i,9
C/C(=N\NC(=O)c1cc(C)[nH]n1)C(C)(C)C,2.6,2.9,7.7,i,4%,i,36,0.3,556,7%,-9,-21,-0.61,-0.33,-0.71,0.93,i,14
CCOc1ccc2c(c1)ncn2Cc1ccccc1,3.3,1.9,12,i,-5%,i,35,0.9,1090,5%,15,14,1.1,-0.26,0.36,-0.34,i,13
COc1ccccc1-c1c(C(F)(F)F)oc2cc(OS(C)(=O)=O)ccc2c1=O,4.9,1.4,5.8,i,1%,i,42,0.5,1095,1%,1,8,-0.13,-0.19,-0.12,0.56,i,24

# Molecules from the list above with a thiophene ring, fused or not, in the order listed:
SMILES,MT stabilize HCS,MT stabilize HCS Hoechst-high %,MT stabilize HCS cytotoxicity %,Yfh1-off respiration,P. falciparum M1AAP,T cell HTS,T cell HTS vesicle-bound %,b-catenin transl,b-catenin transl cell count 5 µM,M17LAP inhibition,WT yeast gro inh,WT yeast gro inh mutant strain,Dynein transport,Dynein transport cytoplasmic EGFP,Dynein transport nuclear GR-EGFP,Dynein transport cell count,Autophagy mod,Autophagy mod cell loss 18 h
Nc1ccc2nc(-c3cccs3)[nH]c2c1,2.9,1.3,1.6,i,11%,i,42,-2.0,1202,i,4,12,-0.46,-0.24,-0.2,0.57,i,-4
O=C(NC1CC1)C1=C[C@H](c2csc3ccccc23)C[C@H](OCc2ccc(CO)cc2)O1,.,.,.,i,4%,i,19,-1.4,1464,-3%,.,.,0.058,-0.76,0.18,-0.33,.,.
COc1ccc(C2=NN(CCC(=O)NCc3cccs3)C(=O)CC2)cc1,1.6,1.0,5.0,i,1%,i,23,-0.4,1029,20%,19,-1,1.2,-0.26,0.27,0.18,i,-3
